CHRM1 antagonist: human M1 muscarinic receptor antagonists, primary screen, CHO-K1 cells, Fluo-8 calcium fluorescence, 1536-well. CHO-K1 hM1, ACh EC80 antagonist. inhibition, % at 3 µM. actives 1.3% (n = 360,000);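 active means percent inhibition above its own plate's cutoff, namely the mean of that plate's compound wells plus 3 SD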;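 further: peak over basal fluorescence ratio during 140 s after agonist addition; 0% = ACh EC80 plus DMSO and 100% = DMSO alone without agonist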
M5 PAM: human M5 muscarinic receptor positive allosteric modulators, primary screen, CHO-K1 cells, Fluo-8 calcium fluorescence | actives 0.3% (n = 360,000) | Muscarinic acetylcholine receptor M5 (Homo sapiens), P08912 | activation, % at 3 µM | CHO-K1 hM5, ACh EC20 PAM; 0% = ACh EC20, 100% = ACh EC100 | AID 624038, 2012;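 active means activation above the run cutoff, the mean activation of all test compounds plus 3 SD, cut at about 18% in these data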
Target sequence (P08912 whole entry, looked up): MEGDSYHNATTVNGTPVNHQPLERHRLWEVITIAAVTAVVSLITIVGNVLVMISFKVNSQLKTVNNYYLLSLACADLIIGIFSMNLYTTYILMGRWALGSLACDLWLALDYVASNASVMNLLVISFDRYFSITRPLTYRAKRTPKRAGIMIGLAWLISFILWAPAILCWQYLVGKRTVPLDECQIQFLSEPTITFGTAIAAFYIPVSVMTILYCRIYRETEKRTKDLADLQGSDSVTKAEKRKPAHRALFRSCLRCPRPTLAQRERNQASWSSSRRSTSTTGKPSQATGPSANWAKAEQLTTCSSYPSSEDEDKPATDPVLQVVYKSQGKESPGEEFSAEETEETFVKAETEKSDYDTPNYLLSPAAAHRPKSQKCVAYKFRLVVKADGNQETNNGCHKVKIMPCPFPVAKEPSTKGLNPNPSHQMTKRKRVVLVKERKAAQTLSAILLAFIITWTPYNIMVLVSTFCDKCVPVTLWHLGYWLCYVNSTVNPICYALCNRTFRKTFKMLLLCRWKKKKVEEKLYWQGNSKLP
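Test system: CHO-K1 hM5 cells / Doses: single-point, 3 µM nominal / Times: Post-acetylcholine fluorescence recording 140 s / Technique: Fluo-8 calcium fluorescence / Measure: Max/basal fluorescence ratio as % of EC20–EC100 ACh window / Benchmarks: low control EC20 acetylcholine (0%), high control EC100 acetylcholine (100%) / Replicates: one well per compound, no replicates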
M5 ag: human M5 muscarinic receptor agonists, primary screen, CHO-K1 cells, Fluo-8 calcium fluorescence; actives 0.19% (n = 360,000); activation, % at 3 µM; Muscarinic acetylcholine receptor M5 (Homo sapiens), P08912; CHO-K1 hM5 cells; 0% DMSO wells, 100% maximal acetylcholine response;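 active means activation above the run's mean over test compounds plus 3 SD, cut at about 23% in these data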;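 further: signal is peak over basal fluorescence ratio across the kinetic read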
CHRM4 antagonist: human M4 muscarinic receptor antagonists, primary screen, CHO cells, Fluo-8 calcium fluorescence; CHO-hM4 cells, ACh EC80; inhibition, % at 3 µM; actives 0.73% (n = 360,000); AID 624125, 2012;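 active means inhibition above its plate's cutoff, the mean inhibition of sample wells plus 3 SD, cut at about 27% in these data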;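 further: 0% = acetylcholine EC80 with DMSO and 100% = DMSO without agonist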
CHRM4 agonist: human M4 muscarinic receptor agonists, primary screen, CHO-K1 cells, Fluo-8 calcium fluorescence; CHO-K1 hM4/Gqi5; vehicle 0%, full acetylcholine response 100%; actives 0.14% (n = 360,000); activation, % at 3 µM; Muscarinic acetylcholine receptor M4 (Homo sapiens), P08173;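 active means activation above the run mean over all test wells plus 3 SD, cut at about 32% in these data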;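 further: peak over basal fluorescence ratio per well then scaled between controls; 0% = DMSO wells and 100% = acetylcholine at EC100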
M4 PAM: human M4 muscarinic receptor positive allosteric modulators, primary screen, CHO-K1 cells, Fluo-8 calcium fluorescence; activation, % at 3 µM; actives 0.4% (n = 360,000); CHO-K1 hM4/Gqi5, ACh EC20; 0% = ACh EC20, 100% = maximal ACh;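 active means activation above its plate's cutoff, the mean activation of sample wells plus 3 SD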; further: some results filed as inactive read as strong as hits
M1 PAM: human M1 muscarinic receptor positive allosteric modulators, primary screen, CHO-K1 cells, Fluo-8 calcium fluorescence, 1536-well; activation, % at 3 µM; Muscarinic acetylcholine receptor M1 (Homo sapiens), P11229; actives 0.088% (n = 360,000); CHO-K1 hM1, ACh EC20; 0% = ACh EC20, 100% = maximal ACh; in the data active means activation above about 19%, passing the limit was not always enough
CRFR2-BP ag: agonists of CRF-BP/CRF-R2 complex, primary screen, cell-based, HEK293, calcium dye fluorescence, uHTS; CRF-binding protein / CRF receptor 2 complex (human); calcium dye fluorescence (FLIPR); percent of saturating CRF peptide response; AID 588473, 2011; activation, % at 13.2 µM; actives 0.46% (n = 350,000);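 active means activation of at least 50%, plus an integration ratio under a set limit after plate pattern correction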;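 further: plate controls were neutral control wells without compound for no effect and CRF at EC100 for full effect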
CHRM5 antagonist: human M5 muscarinic receptor antagonists, primary screen, CHO cells, Fluo-8 calcium fluorescence. Muscarinic acetylcholine receptor M5 (Homo sapiens), P08912. CHO-hM5 cells, ACh EC80. inhibition, % at 3 µM. actives 0.59% (n = 360,000);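 active means inhibition above a per-plate cutoff, the mean of that plate's test compounds plus 3 SD, cut at about 27% in these data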;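 further: 0% = acetylcholine EC80 with DMSO and 100% = DMSO without agonist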
* = called active by the depositor; x = not tested or not shown.

compound	CHRM1 antagonist	M5 PAM	M5 ag	CHRM4 antagonist	CHRM4 agonist	M4 PAM	M1 PAM	CRFR2-BP ag	CHRM5 antagonist
COC(=O)C1(CO)NC(c2ccc(C)cc2)C2C(=O)N(c3ccccc3)C(=O)C21 (centres undefined)	-11	3	12	-4	1	-1	4	1.6	-25
CCCCC(CC)C(=O)O (centres undefined)	-2	-3	3	-4	2	8	6	0.8	0
CC(=O)c1ccc(NC(=O)C(C)Sc2nnc3ccccn23)cc1 (centres undefined)	-11	0	-2	-18	1	4	9	0.0	3
O=C1OC[C@H]2CCCC[C@@H](CO)ON12	-8	-2	1	-11	2	-3	3	0.4	-1
CCN(CC)C(=O)C1CCCN(Cc2ccc(N(C)C)cc2)C1 (centres undefined)	-4	0	-1	1	1	3	7	-1.9	0
COc1ccc(C(=O)N2CCN(S(=O)(=O)c3ccccc3)CC2)c(OC)c1	4	-4	4	3	4	-1	-1	2.9	-1
CNc1nnc(-c2ccco2)s1	-5	0	2	17	0	-3	1	-1.9	10
CCOc1ccc2nc(SC3CC(=O)N(c4cccc(OC)c4)C3=O)sc2c1 (centres undefined)	1	-9	-4	7	5	-7	-1	2.6	15
O=C(O)CCn1c(=O)c2ccccc2c2ccccc2c1=O	-3	4	-4	-4	0	7	4	12	-2
Cn1c(=O)c2cc(NC(=S)NC3CC3)ccc2n1C/C=C/c1ccccc1	4	-2	-2	-19	2	10	0	x	-1
CCC(C)NCC(=O)Nc1ccc(S(N)(=O)=O)cc1 (centres undefined)	2	6	6	-4	12	-5	-1	-2.3	-6
COc1cc(NC(=O)COC(=O)CO/N=C(\C)c2ccc3c(c2)OCO3)cc(OC)c1	-10	-4	-3	7	8	10	8	0.5	6
COc1ccc(C(=O)C2CCCN(C(=O)c3ccccc3C(C)=O)C2)cc1F (centres undefined)	2	3	0	1	3	4	7	-0.5	-6
COc1ccc(C(=O)COC(=O)c2cc(=O)c3ccccc3o2)cc1	-11	1	4	-8	1	7	6	-2.5	5
CCOc1ccccc1CN1CCNC(=O)C1CC(=O)N(C)CCc1ccccn1 (centres undefined)	4	-1	-1	4	0	-2	-4	-0.5	2
COc1cc2[nH]c(=S)nc(NCc3ccccc3)c2cc1OC	-15	2	-1	-2	3	1	16	-2.4	3
Cn1c(=O)oc2cc(S(=O)(=O)Nc3cccc(F)c3)ccc21	7	-2	-2	-2	1	6	-2	0.0	1
CCOC(=O)C1(C)CCCCN1C(=O)c1ccco1 (centres undefined)	-12	3	2	-9	1	4	13	x	-3
Clc1cccc(N/N=C/c2ccc(N3CCOCC3)s2)c1	-2	3	-1	5	2	1	8	-0.7	-3
CCNC(=O)C1(C)CCN(C(=O)c2ccc3c(c2)CCO3)C1 (centres undefined)	-16	5	1	-14	2	5	10	x	-7
CC(C)N(C(C)C)S(=O)(=O)c1ccc(NN)nc1	-19	3	-2	-16	0	8	13	7.9	3
Cc1ccc(CCNC(=O)CS(=O)Cc2nc(-c3ccccc3F)oc2C)cc1 (centres undefined)	5	0	-2	-1	0	3	5	0.6	-2
COC(=O)c1ccccc1NC1OC(=O)c2ccccc21 (centres undefined)	-5	6	-1	11	1	2	0	-1.7	3
COc1ccc(/C(N)=N/OC(=O)Cc2cccs2)cc1	-2	0	-1	-14	-2	-4	2	1.7	-3
CCOc1cc(C#N)c(NC(=O)CSc2nnnn2-c2ccc(OC)cc2)cc1OCC	-8	4	4	4	0	12	5	-0.9	-6
Cc1cc(Oc2ccc(C#N)cc2)nc(N2CCOCC2)n1	-4	1	-3	5	-1	9	4	-3.6	4
CCc1nc(SCC(=O)Nc2nnc(CC)s2)c2c(=O)n(C)c(=O)n(C)c2n1	0	-5	-2	-7	1	4	4	-2.5	4
Cc1ccc(CN2CCN(Cc3cn[nH]c3-c3cccc(F)c3)CC2CCO)o1 (centres undefined)	-2	7	4	-7	1	4	4	0.3	-1
CCn1c(CC(=O)Nc2ccc(C)cc2)nnc1SCC(=O)NCc1ccccc1	-1	0	-5	0	-1	27	4	-2.3	-7
O=C(O)C1CCCN(S(=O)(=O)c2ccc(Br)cc2)C1 (centres undefined)	-5	-2	-3	7	0	14	4	1.7	-7
COc1cc2c(C)nc3c(cnn3-c3ccccc3)c2cc1OC	2	-6	-2	0	1	-1	0	-4.0	3
COCCNC(=O)COc1ncnc2ccc(Br)cc12	-13	-2	-2	-5	1	10	8	0.2	-9
O=C1COc2ccc(C(=O)COC(=O)c3nc(Cl)ccc3Cl)cc2N1	-2	5	0	-1	0	2	2	-0.9	-6
CCNC(=O)C1CCCN(C(=O)c2ccc(OC)cc2)CC1 (centres undefined)	-3	0	-1	8	-1	6	3	x	4
COc1nc(/C(N)=N/O)nc(N2CCCCC2)n1	-3	-1	-7	-3	0	0	3	0.2	2
COc1ccc(C(C(=O)NC2CCCC2)N(Cc2ccc(C)cc2)C(=O)c2ccn[nH]2)cc1OC (centres undefined)	10	-3	2	7	3	-5	-11	-1.5	4
Cc1ccc(NC(=O)C2CC(=O)N(c3ccc4c(c3)OCCO4)C2)nc1 (centres undefined)	-13	5	2	1	1	-1	10	1.3	1
CN1CCN(c2ccc(CNC(=O)C3(C)Cc4c(-c5ccc(C(N)=O)cc5)ccnc4O3)cc2)CC1 (centres undefined)	-3	4	0	-1	0	1	4	x	-4
CCCCN(C(=O)CN1C(=O)C2CCCCC2C1=O)c1c(N)n(CCC)c(=O)[nH]c1=O (centres undefined)	-3	-6	-2	-19	1	6	1	1.6	3
O=C(NC1(C(F)(F)F)NC(=O)N(c2ccc(F)cc2)C1=O)c1ccncc1 (centres undefined)	2	0	-1	4	0	-1	6	0.7	1
Cc1cccc(C)c1OCC(=O)Nc1ccncc1	-3	-3	6	-21	4	3	-3	1.8	4
COCCCNC(=O)Cc1ccc(-n2c(C)nc3cccnc32)cc1	-18	4	-4	-13	1	15	10	10	1
C/C(=N\NC(=O)CSCc1ccccc1Cl)c1cccc(NC(=O)c2ccccc2)c1	9	-18	-1	-9	6	-6	-2	-1.3	8
Cc1c(C(=O)N2CCN(c3ccccc3)CC2)oc2c(Cl)cccc12	-7	-7	-3	-3	3	-1	8	-0.8	14
Cc1ccc(-c2csc3ncnc(N4CCN(S(=O)(=O)c5cccs5)CC4)c23)cc1	-3	4	-1	0	0	0	5	1.6	13
CC(=O)Nc1cc(N2C(=O)CCC2=O)ccc1Cl	-2	-3	-1	-5	0	0	4	-0.5	5
COCCNC(=O)c1cccc(OC2CCN(Cc3ccc(F)cc3OC)CC2)c1	0	-12	-25	7	0	-5	-4	-2.6	0
NN=C1c2ccccc2C(=O)C1C(=O)C(c1ccccc1)c1ccccc1 (centres undefined)	22	-24	56*	22	13	-8	-5	10	38*
COC(=O)c1sc(NC(=O)CSc2nc3cccnc3n2C)nc1C	-12	-2	0	-1	2	-7	9	0.1	14
O=C(COc1ccc(/C=N/NC(=O)c2ccncc2)cc1)Nc1ccccc1	4	-3	1	9	3	-12	-2	1.0	9

Continuation:
compound	CHRM1 antagonist	M5 PAM	M5 ag	CHRM4 antagonist	CHRM4 agonist	M4 PAM	M1 PAM	CRFR2-BP ag	CHRM5 antagonist
COc1ccc(C)cc1NC(=O)C(=O)c1cn(CC(=O)N2CCCC2)c2ccccc12	-1	-8	0	-13	5	-4	1	1.1	10
Cc1ccc(CN2CCSc3ccc(C(=O)NC4CCN(Cc5ccccc5)CC4)cc32)cc1	0	2	-2	3	1	-6	-2	2.1	2
COC(=O)Nc1nnc(-c2ccccc2OC)s1	-11	-5	3	3	2	2	9	5.2	6
C=CCc1ccc2oc(C(=O)OCC)cc(=O)c2c1O	2	-14	3	14	18	-8	-1	9.5	15
Cc1ccc(S(=O)(=O)N2CCC[C@H]2C(=O)Nc2ccccc2C)cc1	-10	1	-2	2	0	-2	1	-2.1	-2
CNC(=S)Nc1ccc(-c2nc3ccc(C)cc3s2)cc1	-3	0	8	4	10	-4	4	1.4	-1
CCN1C(=O)S/C(=C/c2c(OCc3ccc(C(=O)O)cc3)ccc3ccccc23)C1=O	0	-8	-5	3	5	1	16	0.5	2
O=C(CSc1nnc(C2CC2)n1Cc1ccccc1)N1CCN(S(=O)(=O)c2ccccc2)CC1	12	-5	-5	6	2	-9	-8	1.5	2

Gathered by group: the compounds so far containing bromine (2)
compound	CHRM1 antagonist	M5 PAM	M5 ag	CHRM4 antagonist	CHRM4 agonist	M4 PAM	M1 PAM	CRFR2-BP ag	CHRM5 antagonist
O=C(O)C1CCCN(S(=O)(=O)c2ccc(Br)cc2)C1 (centres undefined)	-5	-2	-3	7	0	14	4	1.7	-7
COCCNC(=O)COc1ncnc2ccc(Br)cc12	-13	-2	-2	-5	1	10	8	0.2	-9
